# Assay outcomes deposited in PubChem by several laboratories.
# PDI turbidity: inhibitors of human PDI, primary screen, biochemical, turbidity, single point, plate reader | inhibition, % at 10 µM | PDI insulin aggregation turbidity, A650, 90 min | AID 588391, 2011 | 0.052% of 350,000 active | Protein disulfide-isomerase (Homo sapiens), P07237;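 active = mean inhibition across replicates of 30% or more, whatever share of single replicates reach that level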;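 note: absorbance from insulin aggregation driven by PDI reduction with DTT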
# Target sequence (P07237 whole entry, looked up): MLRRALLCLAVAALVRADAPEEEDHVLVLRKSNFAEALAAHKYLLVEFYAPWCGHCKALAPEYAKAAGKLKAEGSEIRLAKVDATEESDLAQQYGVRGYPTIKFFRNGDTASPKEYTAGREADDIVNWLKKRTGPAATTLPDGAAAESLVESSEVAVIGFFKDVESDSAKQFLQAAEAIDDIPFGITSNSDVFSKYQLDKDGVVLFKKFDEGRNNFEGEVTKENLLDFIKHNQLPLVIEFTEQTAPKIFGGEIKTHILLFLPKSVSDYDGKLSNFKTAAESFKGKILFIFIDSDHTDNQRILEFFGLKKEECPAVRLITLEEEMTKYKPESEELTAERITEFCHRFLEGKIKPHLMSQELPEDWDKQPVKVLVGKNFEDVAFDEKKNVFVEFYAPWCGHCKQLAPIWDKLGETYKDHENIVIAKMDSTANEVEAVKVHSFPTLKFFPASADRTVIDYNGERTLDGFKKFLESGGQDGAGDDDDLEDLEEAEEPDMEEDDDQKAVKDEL
# CaV13 FRET inh: Disruptors of the CACNA1D IQ motif to Ca2+-dependent inactivation inhibitor domain association, primary screening, Förster resonance energy transfer in intact living …; HEK cells, CFP/YFP FRET ICDI-IQ, plate reader, 10 min; percent FRET-ratio fall versus neutral wells; inhibition, % at 12.3 µM; 0.098% of 340,000 active;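 active = mean replicate inhibition of at least 30% and at least 1% of replicates passing that level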;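 note: 0% = median of the neutral control wells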
# Shn3 inh set2: reduction of Shn3 3'UTR firefly luciferase signal, primary screen, Schnurri-3 inhibitor project, cell-based, Clone20 osteoblasts, set 2 | 0.52% of 360,000 active | inhibition, % at 12.5 µM | AID 588674, 2011 | Clone20 osteoblast Shn3 3'UTR firefly luciferase, 24 h;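 active = mean inhibition of at least 75% with every replicate also reaching 75%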;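 note: 0% = median of neutral control wells and 100% = pilot-screen positive control compound; some compounds past the cut are filed as inactive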
# NR2E3 ag-1: inhibitors of NR2E3-RetCOR corepressor binding, primary screen, NR2E3 agonist project, biochemical, TR-FRET, GST-NR2E3, biotin-RetCOR; 1536-well; 0.12% of 320,000 active; Photoreceptor-specific nuclear receptor (Homo sapiens), Q9Y5X4; inhibition of corepressor binding, % at 4.78 µM; AID 2300, 2010;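 active = percent inhibition above the cutoff of mean plus 3 SD of all tested compounds, set per screening campaign, cut at about 20% in these data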;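 note: 0% = DMSO wells and 100% = biotin wells as full block of FRET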
# Target sequence (Q9Y5X4 whole entry, looked up): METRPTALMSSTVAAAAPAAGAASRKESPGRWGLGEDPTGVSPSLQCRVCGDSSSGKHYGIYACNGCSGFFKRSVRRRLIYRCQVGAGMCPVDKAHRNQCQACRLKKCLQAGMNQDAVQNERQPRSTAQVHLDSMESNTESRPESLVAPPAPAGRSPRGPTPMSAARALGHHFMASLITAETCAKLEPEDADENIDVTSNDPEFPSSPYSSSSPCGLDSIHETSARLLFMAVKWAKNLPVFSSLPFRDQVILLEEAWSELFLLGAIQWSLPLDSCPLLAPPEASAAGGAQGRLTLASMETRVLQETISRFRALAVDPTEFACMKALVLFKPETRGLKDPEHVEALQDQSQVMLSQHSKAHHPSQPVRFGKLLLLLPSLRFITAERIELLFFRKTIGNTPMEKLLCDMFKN
#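 Assay system: NR2E3–RetCOR corepressor complex. Quantity: 1.35 nM GST-NR2E3. Buffer or medium: pH 7.5 Tris-based buffer. Reagent: biotinylated RetCOR corepressor at 7 nM final. Schedule: 5 h at 4 °C. Detection: TR-FRET, emission read at 617 and 671 nm. Replicates: one well per compound, singlicate testing.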
# CF NFkB inh: inhibitors of PAF-induced NF-kB signaling, primary screen, cell-based, GFP fluorescence, uHTS; 0.86% of 360,000 active; inhibition, % at 5 µM; KKLEB NF-kB-GFP reporter, GFP fluorescence overnight;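 active = at least 50% inhibition at 5 µM, scaled per plate between neutral and stimulator controls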;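 note: PAF is a Pseudomonas aeruginosa culture filtrate used as stimulus; plate controls were PAF-stimulated DMSO wells for no effect and unstimulated DMSO wells for full effect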
# MITF TRPM1 inh: inhibitors of MITF-dependent TRPM1 promoter reporter, primary screen, cell-based, SK-MEL-5, single point, luciferase. SK-MEL-5 TRPM1 promoter luciferase, 24 h. inhibition, % at 12.5 µM. 0.83% of 330,000 active. AID 488899, 2010;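 active = mean inhibition across replicates of 60% or more, whatever share of single replicates reaches that level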; note: values of inactives mirror those of a sister screen read the other way
# KKLEB cytotox: cytotoxicity in KKLEB CF airway cells, primary screen, cytotoxicity control for CF NF-kB inhibitor project, cell-based, uHTS, fluorescence assay plates; KKLEB CF airway cells viability, ATPlite luminescence, overnight; stronger effect = lower value; cells stimulated with P. aeruginosa culture filtrate; activity change (cytotoxicity), % at 5 µM; 0.36% of 360,000 active; AID 602141, 2011;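 active = corrected activity change at or below -50% at 5 µM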
# NR2E3 ag-2: NR2E3 agonists in two-hybrid cells, primary screen, cell-based, luminescence, CHO-S, Gal4-NCOR/VP16-NR2E3 | inhibition of corepressor binding, % at 3.98 µM | 0.35% of 360,000 active | Photoreceptor-specific nuclear receptor (Homo sapiens), Q9Y5X4 | luciferase | AID 602229, 2012;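 active = inhibition above the mean of all tested compounds plus 3 SD, cut at about 70% in these data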;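 note: 0% = DMSO with NR2E3 transfected cells and 100% = cells lacking NR2E3 construct; higher means lower luciferase signal from less NR2E3 corepressor binding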
# Vif inh: HIV Vif self-association inhibitors, primary screen, imaging, HEK293T, single point | inhibition, % at 7.49 µM | HEK293T cells, Vif self-association by quenched fluorescence, 24 h | 0.35% of 340,000 active; in the data active = inhibition above about 50%, passing the limit was not always enough; note: some results filed as inactive read as strong as hits
# Peg3 promoter: Peg3 promoter-driven luciferase inhibitors, primary screen, cell-based, HeLa, luciferase luminescence; HeLa PEG-Prom luciferase reporter, overnight; inhibition, % at 20 µM; 1.7% of 360,000 active; AID 588405, 2011;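 active = inhibition of at least 50% at 20 µM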
# HIF-2a block: HIF-2a reporter inhibitors, primary screen, luminescence, 786-0 RCC cells; AID 624352, 2012; 786-0 RCC cells HIF-2a reporter, luciferase luminescence, overnight; 0.72% of 360,000 active; inhibition, % at 18.8 µM;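 active = inhibition of the luminescence signal of 40% or more relative to plate controls, in a single-dose primary screen at 18.75 µM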
# * marks the source's active call; other numbers are inactive results; · = no result given.
Structure	PDI turbidity	CaV13 FRET inh	Shn3 inh set2	NR2E3 ag-1	CF NFkB inh	MITF TRPM1 inh	KKLEB cytotox	NR2E3 ag-2	Vif inh	Peg3 promoter	HIF-2a block
Cc1ccc(NC(=S)NC(=O)C2CC2)c(C)c1	-7.0	-6.5	-89.3	-3.3	9.4	-28.9	7.0	-77.1	-6.8	-181.7	-255.1
N#Cc1ccc(Oc2ccc(C#N)c(C#N)c2)cc1C#N	-5.4	-5.1	5.9	·	2.9	0.1	0.7	1.5	-2.5	1.7	4.0
NCC(=O)NCC(=O)NC[C@H]1O[C@@H](n2ccc(=O)[nH]c2=O)[C@H](O)[C@@H]1O	4.1	-6.0	10.6	·	-21.6	5.1	7.2	-24.9	·	5.4	4.8
Cc1ccccc1Nc1nc2ccccc2s1	5.3	-9.3	0.8	-2.2	-11.1	-17.6	-9.9	-124.9	-0.6	-366.8	-224.2
CCOc1ccc(N2C(=O)CC(N3CCN(c4ccc(C(=O)c5ccncc5)cc4)CC3)C2=O)cc1 (stereo unspecified)	9.0	0.9	27.1	-0.3	16.5	7.6	-3.2	-11.3	-1.8	8.6	16.3
O=C(CSc1nc(NS(=O)(=O)c2ccccc2)cc(=O)[nH]1)Nc1ccccc1C(F)(F)F	-0.7	-5.2	7.9	-0.5	-4.0	-0.3	-4.2	-40.1	-10.1	10.2	3.3
O=C(c1cccc(Cl)c1)N1CCCC(c2ccc(Cl)cc2)=N1	-0.4	-7.3	9.8	4.3	23.1	-9.1	-22.4	-1.7	-14.5	24.8	24.3
O=C(CCCn1nnc(-c2cccnc2)n1)c1ccc(F)cc1	-4.0	-7.7	13.0	-5.8	7.4	4.3	9.2	-21.6	4.6	1.9	11.5
COc1cccc(/C=C(\C(=O)O)c2ccccc2)c1	4.2	-3.0	11.5	-2.1	25.8	-2.8	-23.2	5.5	25.4	22.5	17.8
Cc1ccc(S(=O)(=O)N(Cc2ccc(F)cc2)Cc2ccco2)cc1	11.0	-1.1	11.6	3.4	15.4	11.8	-11.6	-2.6	3.4	14.6	12.5
CN(C)CC(C)(C)CNS(=O)(=O)c1ccc(OC(F)(F)F)cc1	0.7	-2.1	34.9	3.7	9.2	0.6	-0.5	8.4	2.3	8.2	11.3
CCCSc1nnc(NC(=O)CSc2nc3[nH]c(=O)cc(O)c3s2)s1	-5.9	-4.9	-0.6	0.7	0.2	-5.9	2.7	-27.0	-3.9	-21.2	5.9
Cc1ccccc1C(=O)O/N=C(\N)c1cccc([N+](=O)[O-])c1	-1.1	-2.2	-64.9	-1.7	2.5	-27.8	5.8	-43.4	-0.7	-208.5	-203.5
Cc1cc(=O)n2[nH]nnc2n1	-2.5	-4.8	59.2	3.0	6.8	3.2	-1.4	-16.0	3.8	-5.2	5.2
COc1ccc(C(=O)O/N=C(/c2ccccc2)c2ccncc2)cc1OC	11.7	-30.4	4.8	1.9	-7.3	-6.1	0.4	-21.4	27.2	18.0	10.1
O=C1CCC/C=C\C[C@H](CC(=O)N(CCO)Cc2ccccc2)C(=O)N2CCC[C@@H]2CO1	-2.2	-7.8	6.6	·	-6.1	-10.0	10.4	2.3	-6.8	0.6	8.0
CC(=O)c1cccc(NC(=O)C(NC(C)C)c2ccccc2)c1 (stereo unspecified)	1.9	-6.8	-0.1	0.3	0.8	-2.8	5.0	-24.9	-1.6	2.5	6.4
CC1=NN(C(=O)Cc2ccccc2)C(O)(c2cccnc2)C1 (stereo unspecified)	3.3	-7.7	-4.3	4.9	3.4	2.9	-10.9	-9.5	-1.6	2.0	1.3
N#Cc1ccc(OCC(O)CN2CCN(CC(O)COc3ccc(C#N)cc3)CC2)cc1 (stereo unspecified)	-53.0	-2.6	3.7	-1.4	-8.8	11.3	1.5	-8.4	6.1	2.0	4.0
CCOC(=O)CNC(=O)/C=C/c1ccc2c(c1)OCO2	4.6	2.5	-26.0	3.5	15.6	-6.1	-1.0	-4.7	16.1	-56.8	-92.2
CSc1ncccc1C(=O)OCc1cccc([N+](=O)[O-])c1	-1.4	-0.7	-7.2	2.0	-5.1	1.8	-1.3	6.3	-3.6	-10.7	1.0
Cc1c(CC(=O)O)c(=O)oc2cc3c(cc12)CCC(C)(C)O3	12.4	-5.0	-26.2	-0.3	-3.3	-0.1	6.5	9.1	-1.6	3.2	13.1
Cc1ccc(S(=O)(=O)Cc2ccc(C(=O)N3CCCCC3C)cc2)cc1 (stereo unspecified)	-3.4	-3.1	12.3	-1.1	7.0	-2.8	0.0	-40.6	·	4.1	-5.8
Cc1cc2c(cc1C)NC(c1cccnc1)C1=C(CC(C)(C)CC1=O)N2 (stereo unspecified)	2.0	·	-4.8	2.7	-8.4	-5.7	7.0	8.4	0.9	18.4	-16.7
Cc1ccc2oc(C(=O)N3CCC(C(N)=O)(N4CCCCC4)CC3)c(C)c2c1	-2.6	-3.9	-0.7	-1.8	-14.4	2.6	4.8	-31.3	-4.9	-7.9	-3.2

Structure	PDI turbidity	CaV13 FRET inh	Shn3 inh set2	NR2E3 ag-1	CF NFkB inh	MITF TRPM1 inh	KKLEB cytotox	NR2E3 ag-2	Vif inh	Peg3 promoter	HIF-2a block
CN(C)CCN(CC1CCCN(Cc2ccccc2F)C1)C(=O)c1ccc(Cl)cc1 (stereo unspecified)	-1.1	7.3	-11.3	1.8	-13.9	15.8	3.2	-5.0	-3.4	-29.7	-2.4
Cc1ccc(CNS(=O)(=O)c2c(C)[nH]c(C)c2C(=O)N2CCCC2)cc1	7.1	-1.3	-4.3	1.1	1.8	16.4	-11.3	-1.4	0.0	4.1	4.3
Fc1ccc(N2CCN(C(=S)NCC3CCCO3)CC2)cc1 (stereo unspecified)	1.3	-1.7	3.6	0.0	15.1	3.2	-4.4	1.0	2.7	14.0	6.8
Cc1ccc(/C=C2\C(=O)NC(=O)N2C)o1	7.7	-10.7	20.9	-1.7	8.5	19.8	3.7	-14.4	15.2	-0.8	-3.6
CN(c1ccccc1)S(=O)(=O)c1ccc(NC(=O)c2ccc(-c3ccccc3)cc2)cc1	1.1	-7.7	65.2	3.0	-12.1	12.7	12.4	82.3*	3.9	13.4	7.6
CN(c1ccccc1)c1cc(=O)[nH]c(=O)[nH]1	0.5	-5.3	-11.1	-1.5	16.6	2.1	-3.0	3.5	-2.3	20.6	23.1
Cc1ccc(NC(=O)CSc2nncn2-c2ccccn2)cc1Cl	-5.7	-1.9	10.1	1.4	17.0	-6.1	1.2	-16.2	-1.1	-10.4	-11.7
COc1ccccc1CNC(=O)c1ccccc1N(C)S(C)(=O)=O	1.8	-7.2	-3.7	-0.7	0.9	-8.0	-5.2	-11.9	41.1	5.8	10.2
O=S1(=O)CC(N2CC=CC2)CN1Cc1ccccc1 (stereo unspecified)	·	-10.6	-0.3	·	-19.2	·	-3.8	4.9	·	0.3	-7.7
CCOC(=O)CC1C(=O)NCCN1Cc1ccc(OC)c(OC)c1 (stereo unspecified)	0.3	-6.7	7.4	2.4	4.0	1.9	-5.1	-5.4	7.0	-11.4	14.1
COc1ccc(/C=C2\SC(=S)N(CC(=O)NC3C=CS(=O)(=O)C3)C2=O)cc1 (stereo unspecified)	4.5	-5.8	-2.8	0.4	0.8	-3.6	-3.1	23.6	12.0	5.2	4.4
FC(F)(F)c1ccccc1-n1c(-c2ccco2)n[nH]c1=S	-1.0	-3.0	-1.9	0.3	2.2	1.4	4.8	62.9	41.1	-7.8	-6.4
COc1cccc(OCCc2c(C)n[nH]c2C)c1	-11.2	-4.3	1.8	-0.2	5.1	-5.7	0.6	-6.2	-9.9	-14.5	-4.9
O=c1[nH]c2ccccc2n2c(C(F)(F)F)nnc12	1.2	-4.3	0.3	1.9	-4.2	4.5	3.7	3.0	-5.5	10.4	6.7
C=CCSc1nnc(-c2cc3c(s2)-c2ccccc2CC3)o1	3.3	-2.0	-41.8	-0.1	1.8	-16.1	-6.7	-130.8	-11.6	-193.9	-187.3
CC(=O)N1CCN(c2ccc(NC(=O)c3ccc([N+](=O)[O-])cc3Cl)cc2)CC1	-1.9	-4.9	-6.5	-1.1	7.3	3.9	14.6	3.6	-2.7	-0.7	18.9
Cc1cc(C)c(-c2c(O)c3ccccc3n(C)c2=O)c(C)c1	1.9	-4.6	-1.3	0.3	-6.9	·	6.9	18.0	-0.6	-10.1	17.1
COc1ccc(-c2ccc(CCC(=O)O)n2CC(C)C)cc1	9.1	-9.1	-34.4	1.8	0.8	-3.4	4.2	0.5	7.9	10.8	20.4
O=[N+]([O-])c1ccc(-n2nncc2-c2ccc(Cl)cc2)cc1	8.0	-6.9	-16.5	3.0	10.1	0.5	-3.2	-19.9	·	18.8	4.2
Cc1ccc(Nc2oc(C)nc2C#N)cc1	-2.8	·	-30.5	0.3	13.3	-2.8	-6.0	-43.6	7.3	-83.0	-90.3
COCCNC(=O)C1(C)CCN(C(=O)c2cc(-c3ccccc3)cs2)C1 (stereo unspecified)	-9.1	-15.7	-46.8	·	1.3	·	-6.7	-28.3	13.5	-46.2	-76.2
O=C(c1ccc2nc(Cc3cccc(Cl)c3)oc2c1)N1CCC[C@H]1CO	2.4	-7.0	-11.8	-0.8	-2.3	19.1	-0.1	3.8	-0.4	-2.9	0.0
O=C(CCS(=O)(=O)c1ccccc1)Nc1cccc2c1C(=O)NC2=O	0.5	-0.2	0.4	0.4	-5.9	5.6	1.7	11.2	6.5	7.8	6.4
O=C(COC(=O)Cc1ccc(-c2ccccc2)cc1)NCc1ccccc1	24.3	-2.8	-2.9	4.7	-4.1	-13.9	3.8	-18.6	-0.8	5.7	9.5

# Filtered by structure: the compounds so far with a thiophene ring, fused or not (2)
Structure	PDI turbidity	CaV13 FRET inh	Shn3 inh set2	NR2E3 ag-1	CF NFkB inh	MITF TRPM1 inh	KKLEB cytotox	NR2E3 ag-2	Vif inh	Peg3 promoter	HIF-2a block
C=CCSc1nnc(-c2cc3c(s2)-c2ccccc2CC3)o1	3.3	-2.0	-41.8	-0.1	1.8	-16.1	-6.7	-130.8	-11.6	-193.9	-187.3
COCCNC(=O)C1(C)CCN(C(=O)c2cc(-c3ccccc3)cs2)C1 (stereo unspecified)	-9.1	-15.7	-46.8	·	1.3	·	-6.7	-28.3	13.5	-46.2	-76.2
